Screening results deposited in PubChem BioAssay by National Center for Advancing Translational Sciences (NCATS).
Vif-A3G inh – qHTS for Inhibitors of Vif-A3G Interactions: qHTS | 410,000 tested, 0.076% active | AID 602310, 2012 | HeLa A3G-eYFP + Vif (tagged APOBEC3G with the HIV-1 protein that degrades it), YFP fluorescence, overnight | Potency, µM (highest dose often 46.1 µM), for the others: at the highest dose activity, negative = active, hits mostly inhibitors;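 note: potency is the fitted concentration of half-maximal effect; % is set by controls: 0 for no effect and ±100 for the full control effect; nearly all actives have a fitted effect of over 60% in size; hits raise eYFP signal because A3G escapes Vif-driven loss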
Target sequence (Q9HC16 whole entry, looked up): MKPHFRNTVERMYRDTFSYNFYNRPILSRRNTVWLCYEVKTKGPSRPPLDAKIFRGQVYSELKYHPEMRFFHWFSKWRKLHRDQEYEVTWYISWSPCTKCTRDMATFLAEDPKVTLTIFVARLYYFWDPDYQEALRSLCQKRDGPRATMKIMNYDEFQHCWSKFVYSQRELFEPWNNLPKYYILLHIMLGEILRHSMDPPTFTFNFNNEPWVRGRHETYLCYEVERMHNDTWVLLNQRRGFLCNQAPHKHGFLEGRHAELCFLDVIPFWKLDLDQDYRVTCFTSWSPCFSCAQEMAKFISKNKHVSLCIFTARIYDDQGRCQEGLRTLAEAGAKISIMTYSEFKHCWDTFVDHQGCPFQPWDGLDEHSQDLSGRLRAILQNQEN
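Read-out is eYFP fluorescence (Ex 488/Em 500-530) from Vif-expressing HeLa A3G-eYFP cells; more signal means A3G escaped Vif-mediated degradation. Cells plated overnight, compound pinned in, incubated overnight at 37 deg C.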
D1 antagonist – Antagonist of Human D 1 Dopamine Receptor: qHTS; D(1A) dopamine receptor (Homo sapiens), P21728; HEK293 TREx D1 cells, calcium flux, dopamine EC80; active compounds read low; activity change, negative = inhibition, % at 10 µM; 360,000 tested, 3.2% active; in the data active = activity change below about -30%; note: % is set by controls: 0 for no effect and ±100 for the full control effect
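Kinetic fluorescence of a calcium dye serves as the read-out. D1-expressing Hek293 Trex cells, induced overnight at 30 C, are exposed to compound for 180 s before an EC80 dopamine addition, then read 180 s further.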
D2 potentiator – HTS Assay for Positive Allosteric Modulators of the Human D2 Dopamine Receptor: Primary Screen for Potentiators | HEK293 T-REx D2, calcium flux, EC20 dopamine potentiation | 340,000 tested, 0.34% active | D(2) dopamine receptor (Homo sapiens), P14416 | AID 485347, 2010 | potentiation, % at 10 µM;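 active = potentiation over 3 SD above the plate norm, cut at about 30% in these data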; note: 0% is about no effect
Target sequence (P14416 whole entry, looked up): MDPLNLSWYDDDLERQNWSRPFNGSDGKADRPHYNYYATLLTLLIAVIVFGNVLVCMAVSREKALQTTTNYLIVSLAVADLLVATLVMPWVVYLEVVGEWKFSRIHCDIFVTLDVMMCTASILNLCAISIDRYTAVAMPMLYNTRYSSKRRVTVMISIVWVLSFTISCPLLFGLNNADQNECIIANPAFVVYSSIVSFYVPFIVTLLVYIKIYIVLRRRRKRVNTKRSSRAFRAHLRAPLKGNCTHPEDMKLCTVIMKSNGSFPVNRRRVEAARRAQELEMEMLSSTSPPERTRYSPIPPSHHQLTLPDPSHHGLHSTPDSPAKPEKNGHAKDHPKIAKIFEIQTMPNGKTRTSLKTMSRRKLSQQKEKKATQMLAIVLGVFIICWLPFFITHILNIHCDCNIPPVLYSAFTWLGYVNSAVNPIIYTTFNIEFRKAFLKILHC
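Calcium flux readout, no-wash dye, 1 read/s. Inducible HEK293 Trex D2 line, overnight 30 C. Compound alone 180 s (agonist flags), then EC20 dopamine, another 180 s to score potentiation.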
LDHA block – qHTS assay for inhibitors of human lactate dehydrogenase; L-lactate dehydrogenase A chain (Homo sapiens), P00338; purified LDHA, NADH/diaphorase-resazurin fluorescence; active compounds read low; activity change, % (values are at about 110 or 230 µM); 480,000 tested, 0.15% active; AID 1347041, 2019; in the data active = activity change below about -30%; inconclusive = mostly about -25% to -30%;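 note: plate controls were DMSO wells for no effect and wells without enzyme for full effect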
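Remaining NADH was detected by diaphorase (0.133 mg/mL) converting 37 µM resazurin to fluorescent resorufin, read at 0 and 20 minutes. The preceding 5-minute room-temperature reaction used 2 nM LDHA, 0.2 mM sodium pyruvate and 0.06 mM NADH at pH 7.4.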
D1 ag – Allosteric Agonists of the Human D1 Dopamine Receptor: qHTS; HEK293 T-REx D1 cells, calcium flux, agonist mode; activation, % at 2 µM; 360,000 tested, 1% active; AID 504660, 2011; in the data active = activation above about 30%; note: 0% is about no effect
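Agonism was scored from calcium flux recorded over 180 s (1 read/s) after pintool compound addition, following a 10-cycle baseline. Cells were inducible force-coupled HEK293 TREx D1, plated overnight at 30 C and loaded with no-wash calcium dye.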
RXFP1 agonist – qHTS Assay for Agonists of the Relaxin Receptor RXFP1; Relaxin receptor 1 (Homo sapiens), Q9HBX9; HEK293T-RXFP1 cAMP TR-FRET, 30 min; response scale: percent of porcine relaxin response, buffer zero; Potency, µM (doses to about 57.5 µM), for inactives: at the top dose activation, most hits filed as activators; 370,000 tested, 0.3% active; AID 2676, 2010; note: potency is the fitted concentration of half-maximal effect; % is set by controls: 0 for no effect and ±100 for the full control effect; nearly all actives have a fitted effect of over 60% in size; many of its hits are not listed in these tables
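Agonist response is measured as cAMP accumulation in an RXFP1-transfected HEK293T line under PDE4 inhibition. Values are scaled between buffer-only and 29 nM porcine relaxin, and EC50s come from standard Hill equation fits.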
D1 potentiator – Potentiators of Human D1 Dopamine Receptor: qHTS | 360,000 tested, 0.036% active | HEK293 TREx D1 cells, calcium flux, dopamine EC20 potentiation | D(1A) dopamine receptor (Homo sapiens), P21728 | potentiation, % at 10 µM; in the data active = potentiation above about 30%; note: 0% is about no effect
Glioma ERSR ind – qHTS for Inducers of the Endoplasmic Reticulum Stress Response (ERSR) in Human Glioma: qHTS; U87-MG GRP78 promoter luciferase reporter, 16 h; Potency, µM, for inactives: top-dose activation, actives largely listed as activators; 420,000 tested, 0.02% active; AID 602332, 2012; note: potency is the fitted concentration of half-maximal effect; series mostly up to about 76 µM; % of control where 0% means no effect; nearly all actives have a fitted effect of over 35% in size
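ERSR induction read as luciferase luminescence (Bright-Glo, 10 min at room temperature) in stably transfected human U87-MG glioma cells exposed to compounds for 16 h, using GRP78 as sensor.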
Vif-APOBEC3F blk – qHTS for Inhibitors of Vif-A3F Interactions: qHTS | HeLa A3F-eYFP + Vif (tagged APOBEC3F with the HIV-1 protein that degrades it), YFP fluorescence increase | Potency, µM (series often up to 46.1 µM), inactives show at the highest dose activity, negative = active | 390,000 tested, 0.2% active | AID 602313, 2012; note: potency is the fitted concentration of half-maximal effect; % of control where 0% means no effect; nearly all actives have a fitted effect of over 65% in size
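HeLa cells stably expressing Vif plus C-terminally eYFP-tagged A3F were seeded, incubated overnight at 37 deg C, dosed with compound, incubated overnight again at 37 deg C. Yellow fluorescence (Ex 488/Em 500-530) reported blocked Vif-mediated A3F-eYFP degradation.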
* hit, by the source's call; u = inconclusive; x = no result given; & = joins results of further samples. Unless noted, calls come from the whole dose curve; as a rule, active = well fitted curve in the direction sought with a large enough effect; inconclusive = small, poorly fitted or top-dose-only effect, or another doubt; inactive = no such curve, though single readings can be large; an effect the other way counts as inactive or inconclusive. This is a subset; rates above refer to the full screens.

SMILES	Vif-A3G inh	D1 antagonist	D2 potentiator	LDHA block	D1 ag	RXFP1 agonist	D1 potentiator	Glioma ERSR ind	Vif-APOBEC3F blk
O=C(CN1CCCC1)Nc1nc(-c2ccc3c(c2)CCN3C(=O)c2ccccc2F)cs1	-11%	-87*	7	-3	8	3.8%	-8	3%	-2%
N#CC1=C2SC=C(c3ccc(Br)cc3)N2CCCC1=O	0%	-4	2	-1	6	-3.8%	-8	5%	-1%
O=C(Nc1ccc(Cl)cc1[N+](=O)[O-])c1ccc2c(c1)OCCO2	4%	-21	1	-5	4	-1.5%	-3	4%	-11%
O=C(Cn1cnc2ccccc2c1=O)N1CCN(Cc2ccccc2)CC1	2%	-19	6	0	5	1.0%	17	-2%	3%
CCCOc1ccc(/C=C/C(=O)Nc2sc3c(c2C(=O)OCC)CCC(C)C3)cc1OC (stereo not drawn)	4%	2	8	-12	-1	1.6%	-1	-2%	-7%
Cc1oc(-c2ccccc2Cl)nc1CS(=O)CC(=O)N1CCN(c2cccc(C(F)(F)F)c2)CC1 (stereo not drawn)	-12%	-1	-11	13	8	0.7%	-7	-11%	1%
O=C(CNC(=O)c1ccc(OC(F)F)cc1)NC1CCCc2ccccc21 (stereo not drawn)	-3%	7	-9	-19	0	-0.6%	3	-2%	1%
CCOc1ccc(OCc2ccc(C(=O)N3CCc4ccccc4C3)o2)cc1	1%	-14	0	1	6	5.0%	-10	4%	-2%
CCOC(=O)N1CCN(S(=O)(=O)c2ccc(C)cc2)C1c1ccc(OC)cc1 (stereo not drawn)	-2%	-12	16	-5	0	2.2%	5	-4%	-1%
Cc1ccc(S(=O)(=O)N2CCOC23CCN(C(=O)C(=O)NCc2ccccc2)CC3)cc1	0%	-16	1	-5	2	1.3%	-3	-3%	1%
Cc1ccc(C2(C)NC(=O)N(CC(=O)Nc3ccccc3C(=O)N3CCCCC3)C2=O)cc1 (stereo not drawn)	1%	10	-2	-8	11	-2.2%	-3	-2%	-3%
Cc1ccccc1NC(=O)CSc1nc(N2CCCCC2)nc(N2CCCCC2)n1	-1%	-9	-7	2	1	1.3%	-8	-2%	0%
Cc1cc2nc(CS)[nH]c2cc1C	-2%	-14	22	-1	1	6.2%	-2	u	2%
Cc1cc(Cl)ccc1NC(=O)C1CCN(c2nnc(-n3c(C)ccc3C)s2)CC1	x	-6	-5	-1	3	1.7%	-4	x	x
COc1cc(S(=O)(=O)N2CCN(C(=O)c3ccccc3F)CC2)c(OC)cc1NC(C)=O	0%	11	7	-4	-1	-0.9%	4	-4%	-5%
Cc1cc(SCC(=O)N/N=C/c2ccco2)nc2ccccc12	-2%	-6	1	-7	-1	-0.6%	-3	-3%	0%
CC(C)(C)NC(=O)CSc1nnc(-c2ccccn2)n1-c1ccccc1	-4%	10	-1	3	-1	0.5%	6	-6%	3%
O=C(Nc1ccccn1)c1nc(-c2ccccc2)n(-c2ccccc2)n1	-2%	3	5	-3	0	0.8%	-2	1%	1%
O=[N+]([O-])c1ccc(CSc2nnc(SCc3ccc(Cl)cc3)s2)cc1	-4%	8	-3	-14	10	1.8%	-3	2%	0%
CN(C)c1cc[n+](CC(=O)Nc2ccc(Cl)c([N+](=O)[O-])c2)cc1	-1%	6	-15	-1	5	2.9%	-2	-3%	-15%
Cc1cc(/C=C(\C#N)C(=O)OCC(=O)NC(=O)NC(C)(C)C)c(C)n1CCC(C)C	2%	-51*	-7	-1	-2	2.0%	-4	4%	-5%
NS(=O)(=O)c1ccc(CCNC(=O)C2CC(=O)N(Cc3ccccc3Cl)C2)cc1 (stereo not drawn)	-5%	4	-7	-10	1	1.4%	1	-6%	0%
Cc1ccc(S(=O)(=O)NC(C)(C)C)cc1C(=O)OC(C)C(=O)NC1CC1 (stereo not drawn)	1%	7	-7	0	4	0.0%	-4	-3%	2%
COc1cc(N2C(=O)CSC2=S)cc(OC)c1OC	u	-8	x	-1	4	5.8%	2	-2%	-23%
O=C(NCc1cccc(Cl)c1)c1cccnc1	0%	-14	-3	-2	2	1.0%	3	-1%	2%
N#Cc1ccccc1OCC(=O)OCC(=O)Nc1ccc2c(c1)OCO2	0%	-3	-8	0	0	1.3%	-5	-4%	0%
O=C1C(=C2CCCCC2)SC(=S)N1Cc1ccco1	-20%	-13	-2	6	2	0.8%	-4	-5%	-3%
CCC(C)(C)n1nnnc1C(c1ccc(F)cc1)N1CCN(C(=O)c2ccco2)CC1 (stereo not drawn)	-2%	8	1	-5	-1	3.6%	-5	-2%	-4%
Cc1cc(C(=O)OCC(=O)N(C)c2ccccc2)c(C)o1	3%	x	x	-4	x	x	x	-5%	3%
Cc1cc(NC(=O)c2nn(C)c(C)c2Br)no1	5%	22	-17	-4	2	-0.2%	-6	1%	-3%

Complete entries, looked up by structure. Values in the order: Vif-A3G inh, D1 antagonist, D2 potentiator, LDHA block, D1 ag, RXFP1 agonist, D1 potentiator, Glioma ERSR ind, Vif-APOBEC3F blk
Profile of Cc1cc(NC(=O)c2nn(C)c(C)c2Br)no1 : 5%, 22, -17, -4, 2, -0.2%, -6, 1%, -3%
Profile of CCC(C)(C)n1nnnc1C(c1ccc(F)cc1)N1CCN(C(=O)c2ccco2)CC1 (stereo not drawn) : -2%, 8, 1, -5, -1, 3.6%, -5, -2%, -4%
Profile of N#Cc1ccccc1OCC(=O)OCC(=O)Nc1ccc2c(c1)OCO2 : 0%, -3, -8, 0, 0, 1.3%, -5, -4%, 0%

(continued)
SMILES	Vif-A3G inh	D1 antagonist	D2 potentiator	LDHA block	D1 ag	RXFP1 agonist	D1 potentiator	Glioma ERSR ind	Vif-APOBEC3F blk
CCCn1c(SCC(=O)N2CCc3ccccc32)nnc1-c1ccncc1	x	-10	6	x	-1	1.2%	-1	x	x
Cc1ccc(C)c2c1[nH]c1ccccc12	-7%	5	8	-4	2	3.7%	0	0%	0%
O=C(NCC1COc2ccccc2O1)C1CCC(CNc2c(N3CCCCC3)c(=O)c2=O)CC1 (stereo not drawn)	-4%	5	-9	0	2	2.3%	x	1%	5%
COc1ccccc1CNC(=O)c1ccc(-n2c(C)cc3c2CCCC3)cc1	-7%	-7	5	-3	-2	1.1%	0	-3%	1%
CCC(C)NC(=O)C1=C(C)C(=O)OC12CCC(C)CC2 (stereo not drawn)	-4%	-6	2	-2	-3	-1.4%	-3	-3%	6%
CCc1cc(CNC(=O)CC2C(=O)NCCN2Cc2c(F)cccc2Cl)on1 (stereo not drawn)	3%	17	-9	-4	3	-0.1%	3	0%	5%
CCN(C(=O)CN1CCC(C)CC1)c1c(N)n(Cc2ccccc2)c(=O)[nH]c1=O	-4%	5	0	-5	4	-1.7%	-3	-3%	-23%
Cc1ccc(NC(=O)c2cnn3c2NC(c2ccccc2)=CC3c2ccccc2)cc1 (stereo not drawn)	1%	-8	-4	-2	3	u	-3	0%	-10%
CSc1ccc(/C=N/N2CCN(Cc3ccccc3)CC2)cc1	9%	3	-3	-4	0	0.6%	1	4%	2%
COc1ccc(NC(=O)COC(=O)c2ccc(S(=O)(=O)N(C)c3ccccc3OC)cc2)c(OC)c1	x	-20	0	x	7	-0.5%	-8	x	x
O=C1c2ccccc2NC2(CCCCC2)N1c1ccc(O)cc1	-1%	-11	2	-3	2	1.4%	2	1%	-1%
O=[N+]([O-])c1ccc(-c2ccc(/C=N/n3cnnc3)o2)c(Br)c1	3%	17	16	-5	-2	0.9%	-5	-5%	1%
O=C(NCCCO)C(=O)NCC(c1ccc2c(c1)OCO2)N1CCN(c2ccc(F)cc2)CC1 (stereo not drawn)	0%	1	5	1	-2	0.2%	4	-1%	-3%
COc1ccc(C(CNC(=O)c2oc3ccc(C)cc3c2C)N2CCOCC2)cc1 (stereo not drawn)	0%	20	-11	-4	1	4.4%	2	-3%	0%
CCCN(c1ccc(C(C)C)cc1)S(=O)(=O)c1ccc2c(c1)oc(=O)n2CC(=O)OCC	-14%	-27	-4	1	17	-0.6%	-5	20µM*	0%
CCc1nc(N)c(C#N)c(-c2ccc(O)c(OC)c2)c1C	-5%	9	1	-2	3	2.0%	2	-6%	-5%
O=C(O)Cc1ccc(NS(=O)(=O)c2ccccc2Cl)cc1	1%	8	7	-5	4	1.9%	-10	-3%	11%
COc1cccc(-c2nn(-c3ccccc3)cc2/C=C(/NC(=O)c2ccccc2)C(=O)O)c1	-1%	-8	-1	-13	2	-3.5%	-4	-3%	3%
Cc1ccc(C(=O)NCC(=O)OCC(=O)c2c(N)n(C)c(=O)n(C)c2=O)s1	-1%	-2	-5	-4	1	8.0%	0	-1%	0%
COc1cc(C(CCN2CCOCC2)c2c(OC)cc(OC)c3c(C)cc(=O)oc23)cc(OC)c1OC (stereo not drawn)	-1%&3%	11	-9	-2	2	0.0%	3	-5%&-5%	1%
O=C(NCc1cccnc1)c1ccc(NS(=O)(=O)c2ccccc2)cc1	-2%	9	9	-3	-1	5.0%	0	-1%	2%
CNC(=O)c1ccsc1NC(=O)CN1C(=O)CCC1=O	2%	-2	x	-15	2	-0.5%	7	1%	-6%
O=C(O)CCCNC(=O)C(c1ccccc1)c1ccccc1	0%&3%	1&18	-5&15	1&-3	3&0	0.3%&1.3%	-1&0	-4%&-3%	7%&8%
C/C(N)=C(/C#N)C(=O)COC(=O)CC1CCCC1	-2%	2	-13	-6	6	3.0%	10	5%	-9%
Cc1c(N2C(=O)c3cccc4cccc(c34)C2=O)c(=O)n(-c2ccccc2)n1C	2%	-18	5	-6	1	8.8%	-4	-3%	-5%
